# G9a block: blocks human histone lysine methyltransferase G9a | Q96KQ7 | G9a H3K9 monomethylation, AlphaScreen, 2 h | Potency, µM (series often up to 102 µM), inactives show top-dose activity, negative = inhibition, actives largely listed as inhibitors | 350,000 tested, 8.8% active | AID 504332; further: potency means the concentration at half of the fitted maximal effect; on the % scale 0 is the no-effect control and ±100 the full control effect; nearly all actives have a fitted effect of over 75% in size
# Target sequence (Q96KQ7 913-1193 limits assumed): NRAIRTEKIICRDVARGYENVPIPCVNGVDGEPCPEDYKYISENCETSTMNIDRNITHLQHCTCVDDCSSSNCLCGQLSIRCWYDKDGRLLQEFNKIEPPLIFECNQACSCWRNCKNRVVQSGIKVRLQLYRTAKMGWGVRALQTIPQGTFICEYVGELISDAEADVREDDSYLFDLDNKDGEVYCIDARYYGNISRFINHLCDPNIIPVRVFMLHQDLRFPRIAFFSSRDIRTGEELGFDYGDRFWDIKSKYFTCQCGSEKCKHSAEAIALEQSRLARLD
#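 AlphaScreen read-out: biotin-H3K9 peptide (500 nM) methylation by 20 nM enzyme with 20 uM SAM, 2 h at room temperature after 15 min compound preincubation; anti-monomethyl H3K9 antibody plus donor/acceptor beads, 10 min dark.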
# BAZ2B block: blocks human BAZ2B. Q9UIF8. AlphaScreen BAZ2B-H3K14Ac peptide displacement. Potency, µM (titrated, usually from 114 µM), for inactives: at the highest dose activity change, negative = inhibition, usual class: inhibitors. 360,000 tested, 4.4% active. AID 504333; further: potency means the concentration at half of the fitted maximal effect; on the % scale 0 is the no-effect control and ±100 the full control effect; nearly all actives have a fitted effect of over 60% in size
#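 BAZ2B 50 nM plus b-H3(5-23)K14Ac 50 nM, PBS pH 7.4/0.01% Tween-20, 30 min RT; compound added (max 110 uM), 30 min RT; streptavidin donor/Ni-chelate acceptor beads 10 ug/mL final, 20 min dark; AlphaScreen read.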
# Pin1 inh: inhibitors of human Pin1; Potency, µM (doses to about 115 µM), inactives show at the top dose activity, negative = inhibition, hits mostly inhibitors; Q13526; AID 504891; 390,000 tested, 0.009% active; Pin1 FP peptide displacement, HiFluor488, 10 min; active means well fitted inhibition curve with a large enough effect in the polarisation, with a control signal flat, not every such curve was filed as active; inconclusive means small, poorly fitted or top-dose-only effect, or effect the other way, or a change in a side signal; inactive means no such curve, though single readings can be large or run the other way; the % refers to the polarisation; further: potency means the concentration at half of the fitted maximal effect; on the % scale 0 is the no-effect control and ±100 the full control effect
# Target sequence (Q13526 whole entry, looked up): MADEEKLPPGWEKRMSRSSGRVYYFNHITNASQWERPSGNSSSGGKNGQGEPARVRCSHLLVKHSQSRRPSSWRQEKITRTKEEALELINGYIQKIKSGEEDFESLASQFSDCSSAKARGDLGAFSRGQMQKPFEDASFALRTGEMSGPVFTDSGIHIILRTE
# JMJD2A Tudor inh: JMJD2A Tudor domain (human) inhibition. O75164. AlphaScreen JMJD2A-Tudor / H3K4me3 peptide binding. Potency, µM (series often up to 114 µM), without a hit: at the highest dose activity change, negative = inhibition, actives largely listed as inhibitors. 390,000 tested, 4.4% active. AID 504339; further: potency means the concentration at half of the fitted maximal effect; on the % scale 0 is the no-effect control and ±100 the full control effect; nearly all actives have a fitted effect of over 50% in size
# GLS inhibitor: glutaminase GLS (human) inhibition | GLS enzymatic activity, qHTS titration | Potency, µM (titrated, usually from 45.5 µM), inactives show at the top dose activity change, negative = inhibition, usual class: inhibitors | 410,000 tested, 0.21% active | AID 624170; further: potency means the concentration at half of the fitted maximal effect; on the % scale 0 is the no-effect control and ±100 the full control effect
#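 hKGA in 45 mM KH2PO4 (pH 8.2), 0.02% Tween-20 with compound, then 1mM L-Glutamine (stock as added) plus glutamate oxidase/HRP/Amplex red coupling mix. Fluorescence read initially and after 30 min at RT; signal change reflects glutamate formation.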
# HP1b binding inh: blocks HP1-beta chromodomain binding to methylated histone tails | P83916 | AlphaScreen HP1-beta / biotin-H3K9me3 peptide binding | Potency, µM (highest dose often 114 µM), inactives show at the top dose activity change, negative = inhibition, most hits filed as inhibitors | 390,000 tested, 0.56% active; further: potency means the concentration at half of the fitted maximal effect; nearly all actives have a fitted effect of over 70% in size; inactives centre near 23
# Target sequence (P83916 whole entry, looked up): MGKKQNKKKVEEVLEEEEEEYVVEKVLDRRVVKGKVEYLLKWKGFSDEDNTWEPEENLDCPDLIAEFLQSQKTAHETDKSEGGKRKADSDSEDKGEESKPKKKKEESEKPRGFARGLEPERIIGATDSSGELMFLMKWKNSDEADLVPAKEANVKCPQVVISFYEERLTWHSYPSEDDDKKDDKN
#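 HP1-beta protein (50 nM final) preincubated 30 min at room temperature with biotinylated H3(1-18)K9me3 peptide (50 nM) in PBS pH 7.4, 0.01% Tween-20, then compound added for 30 min. AlphaScreen streptavidin donor/nickel chelate acceptor beads (10 ug/mL final), 30 min dark, luminescence read.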
# Tb PGK inh: T. brucei PGK inhibition; PGK/GAPDH coupled, Kinase-Glo luminescence, 60 min; P07378; 380,000 tested, 0.043% active; AID 602233; Potency, µM (series often up to 57.5 µM), inactives show at the highest dose activity change, negative = inhibition, actives largely listed as inhibitors; further: potency means the concentration at half of the fitted maximal effect; on the % scale 0 is the no-effect control and ±100 the full control effect; nearly all actives have a fitted effect of over 60% in size
#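 Luminescent ATP detection (Kinase-Glo Plus) follows a 60-minute room-temperature incubation, with wells lacking PGK as controls. Buffer: 100 mM TEA (pH 7.6), 5 mM MgCl2, 0.01% Tween-20. Coupling enzyme GAPDH (100 nM final) supplies unstable 1,3-BPG in-well.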
# PI4K2A block: blocks human PI4K2A kinase activity; purified PI4K2A, ADP-Glo luminescence, 1 h; stronger effect = lower value; activity change, negative = inhibition, % at 76.9 µM; 420,000 tested, 0.13% active; in the data active means activity change below about -50%; inconclusive means mostly about -30% to -49%;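 further: -100% = wells without enzyme as full effect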
#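 PI4K2A activity was measured by ADP-Glo luminescence: enzyme (4 ug/mL stock) and phosphatidylinositol (1.2 mM stock) in Tris pH 7.5/MgCl2/EGTA/Triton X-100 buffer were reacted with ATP (300 microM stock) for one hour at ambient temperature.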
# Pol eta inh: inhibitors of human DNA polymerase eta. Q9Y253. recombinant Pol eta, fluorescent DNA replication assay. Potency, µM (highest dose often 114 µM), without a hit: at the highest dose activity change, negative = inhibition, hits mostly inhibitors. 390,000 tested, 1.2% active. AID 588591; further: potency means the concentration at half of the fitted maximal effect; on the % scale 0 is the no-effect control and ±100 the full control effect
#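 Fluorescent replication assay: 50 nM final substrate added after a 15 min room-temperature compound preincubation with 10 nM enzyme. Signal taken at 0 min and again at 10 min.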
# The depositor's hits bear a star; i = inactive; ? = inconclusive; . = no result given; [ ] = dose if it differs, or a comment. Unless noted, the call rests on the fitted dose curve; in most records, active means well fitted curve in the direction sought with a large enough effect; inconclusive means small, poorly fitted or top-dose-only effect, or another doubt; inactive means no such curve, though single readings can be large; an effect the other way counts as inactive or inconclusive. Some of the compounds tested; rates above refer to the full screens.
no.	compound	G9a block	BAZ2B block	Pin1 inh	JMJD2A Tudor inh	GLS inhibitor	HP1b binding inh	Tb PGK inh	PI4K2A block	Pol eta inh
1	CCOC(=O)c1ccc(OC(=O)c2cn(-c3ccc(C)cc3)c(=O)c3ccccc23)cc1	-5%[59 µM]	4%	11%	-11%	7%	28%[57 µM]	8%	0	5%
2	CCc1ccc(N2C(=O)CN(CC(=O)OC)C2=S)cc1	-9%[12.7 µM]	-3%	-1%	-1%	-2%	36%	6%	4	-8%
3	Cc1ccc2[nH]c3c(=O)n(CC(=O)N(CCN(C)C)Cc4ccccc4)ncc3c2c1	-24%[59 µM]	1%[57.1 µM]	19%	-15%	-3%	28%	-8%	7	-21%
4	COc1ccc(N(Cc2cc3cc(C)ccc3[nH]c2=O)C(C)=O)cc1	.	6%	0%	0%	5%	21%	9%	1	-15%
5	O=C(Nc1ccc(F)cc1)c1ccccc1Oc1ccc(C(F)(F)F)cc1[N+](=O)[O-]	?	?	?	?	1%	?	3%	0	-24%
6	Cc1csc(=N)n1CC(=O)N1CCc2ccccc21	-11%	-5%	-1%	7%	3%	38%	-1%	2	-6%
7	O=C(Cc1n[nH]c(=O)c2ccccc12)Nc1cc(Cl)ccc1-n1cncn1	-6%	13%	-2%	-4%	-8%	42%[activator]	-8%	-3	-7%
8	O=C(Nc1ccncc1)c1cc(-c2ccccn2)nc2ccc(Br)cc12	24%[12.7 µM]	-30%	33%[activator]	-8%	2%	21%	2%	3	-20%
9	CCCCCCC1CCC(C(=O)Nn2c(C)nc3ccccc3c2=O)CC1 (centres undefined)	15%[12.7 µM]	0%	5%	-11%	2%	26%	.	-1	-12%
10	CCCOc1ccccc1-c1nc2c([nH]1)c(=O)[nH]c(=O)n2C	?	-33%	?	?	-10%	11%	-3%	-7	-12%

# (list continues)
no.	compound	G9a block	BAZ2B block	Pin1 inh	JMJD2A Tudor inh	GLS inhibitor	HP1b binding inh	Tb PGK inh	PI4K2A block	Pol eta inh
11	Cn1c(C(=O)N2CCCC(C(=O)NCCCc3ccccc3)C2)cc2sccc21 (centres undefined)	-9%[12.7 µM]	-32%	3%	?	1%	-8%	.	5	2%
12	Cc1ccc(S(=O)(=O)N2CCN(C(=O)COc3ccc(-c4nnco4)cc3)CC2)cc1	-4%[59 µM]	-2%	9%	-34%	-2%	52%[activator]	6%	-4	4%
13	Cc1ccc(N/C=C/C(=O)c2cccs2)cc1	-46%	-6%	24%	-9%	9%	34%	-28%	-24	-20%
14	COc1cc(OC)c(-c2nc3ccccc3s2)cc1OC	?	-2%	1%	-8%	7%	47%[activator]	-8%	0	-22%
15	COc1ccc(NC(=O)COc2ccc(/C=N/n3c(C)nnc3C)cc2OC)cc1	6%	?	-5%	-8%	-23%	38%	i	6	-15%
16	O=C(CSc1nnc(NC(=O)C2CC2)s1)Nc1ccccc1Cl	-12%	-11%	11%	4%	3%	35%	i	-8	-21%
17	Cc1ccc(S[C@@H](CCN2CC[C@H](NC(=O)OCc3ccccc3)CCC2=O)c2ccccc2)cc1	.	-8%	4%	25µM*	-3%	30%	2%	5	-15%
18	COc1ccc(C2c3c(n(C)c4ccccc34)C(=O)N2CC(=O)Nc2ccccc2F)cc1 (centres undefined)	?	?	17%	-20%	-8%	12%	-6%	-4	-22%
19	OC(COc1ccc2cc(Br)ccc2c1)CN1CCCC1 (centres undefined)	13%[12.7 µM]	-6%	-2%	-23%	-3%	25%	5%	-2	-13%
20	O=c1c2ccccc2[nH]c(=S)n1CC1CCCO1 (centres undefined)	.	.	-8%	0%	10%	42%[activator]	6%	3	-13%

# An excerpt of these results, with two lines to a compound.
# Values run as follows: G9a block	BAZ2B block	Pin1 inh	JMJD2A Tudor inh	GLS inhibitor	HP1b binding inh	Tb PGK inh	PI4K2A block	Pol eta inh
[7] O=C(Cc1n[nH]c(=O)c2ccccc12)Nc1cc(Cl)ccc1-n1cncn1
  -6%	13%	-2%	-4%	-8%	42%[activator]	-8%	-3	-7%
[8] O=C(Nc1ccncc1)c1cc(-c2ccccn2)nc2ccc(Br)cc12
  24%[12.7 µM]	-30%	33%[activator]	-8%	2%	21%	2%	3	-20%
[9] CCCCCCC1CCC(C(=O)Nn2c(C)nc3ccccc3c2=O)CC1 (centres undefined)
  15%[12.7 µM]	0%	5%	-11%	2%	26%	.	-1	-12%

# Results in GLS inhibitor and PI4K2A block, for 5 of the compounds above:
no. | structure | GLS inhibitor | PI4K2A block
13 | Cc1ccc(N/C=C/C(=O)c2cccs2)cc1 | 9% | -24
18 | COc1ccc(C2c3c(n(C)c4ccccc34)C(=O)N2CC(=O)Nc2ccccc2F)cc1 (centres undefined) | -8% | -4
15 | COc1ccc(NC(=O)COc2ccc(/C=N/n3c(C)nnc3C)cc2OC)cc1 | -23% | 6
11 | Cn1c(C(=O)N2CCCC(C(=O)NCCCc3ccccc3)C2)cc2sccc21 (centres undefined) | 1% | 5
12 | Cc1ccc(S(=O)(=O)N2CCN(C(=O)COc3ccc(-c4nnco4)cc3)CC2)cc1 | -2% | -4

# More records follow:
no.	compound	G9a block	BAZ2B block	Pin1 inh	JMJD2A Tudor inh	GLS inhibitor	HP1b binding inh	Tb PGK inh	PI4K2A block	Pol eta inh
21	CCOC(=O)c1cn(CC)c2cc(N3CCOCC3)c(F)cc2c1=O	-11%[59 µM]	2%	2%	-20%	3%	13%	-4%	2	-11%
22	CCCCc1c(O)nc(SCC(=O)O)[nH]c1=O	?	-4%	-2%	3%	-11%	53%[activator]	i	0	-20%
23	CCCn1c2c(c(O)c(C(=O)Nc3ncccc3C)c1=O)CCCC2	-6%	1%	0%	-33%	-4%	21%	-3%	2	1%
24	Cc1onc(-c2ccccc2)c1C(=O)n1cc(Br)cn1	-12%[59 µM]	8%	0%	-6%[57.1 µM]	0%	73%[activator]	i	2	-6%
25	O=C(CCNS(=O)(=O)c1cccc2nsnc12)Nc1ccc(F)cc1	-5%[59 µM]	1%	-3%	6%	10%	21%	0%	0	-20%
26	COc1cc(NS(=O)(=O)c2ccc(NC(=S)NC(=O)/C=C/c3ccc(OC)c(OC)c3)cc2)ncn1	40µM*	13µM*	14%	-24%[11.4 µM]	-2%	22µM*	?	-1	32µM*
27	N/C(=N\OS(=O)(=O)c1ccccc1)c1cccnc1	-46%[59 µM]	-1%	0%	3%	-5%	23%	i	1	-10%
28	CC(C)C(=O)c1cn(CC(=O)N2CCCc3ccccc32)c2ccccc12	-7%[59 µM]	11%	0%	-21%	-9%	34%[activator]	-5%	4	-13%
29	CC(=O)Nc1ccc2nc(NC(=O)c3ccc([N+](=O)[O-])o3)sc2c1	.	8%	-4%	-6%	2%	33%	-4%	0	?
30	COCCCNC(c1ccccc1)c1ccncc1 (centres undefined)	?	-7%	-4%	-6%	10%	37%[activator]	-6%	5	-7%

# (listing goes on)
no.	compound	G9a block	BAZ2B block	Pin1 inh	JMJD2A Tudor inh	GLS inhibitor	HP1b binding inh	Tb PGK inh	PI4K2A block	Pol eta inh
31	COC(=O)c1sccc1NC(=O)c1c(C)c(-c2cccc(Cl)c2)nc2ccccc12	?	3%	2%	-11%	3%	14%	-10%	-4	-21%
32	COc1ccccc1NC(=O)C(C)OC(=O)CN1C(=O)C2CC=CCC2C1=O (centres undefined)	3%[59 µM]	-2%	-2%	9%	-8%	28%	-6%	-1	-15%
33	O=[N+]([O-])c1ccc(OCC(O)CNCCNc2nccc(C(F)(F)F)n2)cc1 (centres undefined)	.	-6%	-1%	-20%	-5%	36%	-4%	-3	-19%
34	NC(=O)C1CCN(C(=O)COc2ccc3c4c(c(=O)oc3c2)CCC4)CC1	-1%	-5%	-13%	-17%	7%	18%	2%	-1	-10%
35	Cc1ccc(C(=O)Cn2nnc3ccccc32)cc1[N+](=O)[O-]	?	-18%	-6%	-19%	3%	20%	-7%	-3	1%
36	O=C(Cn1nc(-c2ccc(F)cc2)ccc1=O)Nc1ccc2c(c1)OCCO2	-2%[59 µM]	3%	-2%	-18%	-4%	36%	6%	4	-5%
37	COc1ccccc1CCNC(=O)COc1cccc2c1OC(C)(C)C2	9%	-4%	-3%	4%	-13%	25%	-1%	12	-20%
38	CCCCn1c(N)c(N(Cc2ccccc2OC)C(=O)CSCC(=O)Nc2cccc(C)c2)c(=O)[nH]c1=O	0%	-11%	12%	?	4%	-17%[57 µM]	23%	-2	-10%
39	COC(CN(C)C(=O)c1ccc2c(c1)NC(=O)c1ccccc1S2)OC	4%	3%	-4%	-4%	-1%	33%	.	2	-5%
40	Cc1ccsc1C(=O)Nc1nc2ccccc2[nH]1	4%	-19%	8%	-15%	-4%	24%	?	-25	2%
41	Cc1ccc(S(=O)(=O)N2CCC(CN3C(=O)c4cccc5cccc(c45)C3=O)CC2)cc1	8%	-7%	-1%	-7%	-4%	27%	-2%	-3	-17%

# Assay outcomes as filed in PubChem.
